Screening data deposited in PubChem BioAssay by several laboratories.
Abs 340nm = compounds absorbing at 340 nm. 65,000 tested, under 10 active. compound absorbance at 340 nm, fold over control. fold change at 10 µM;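 active = at 10 µM dose, initial 340 nm absorbance at least 2 fold that of control wells; inactive = change under 2 fold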;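 also: initial absorbance extrapolated from kinetic A340 decline of NADH oxidation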
JNK3 blocker = inhibitors of human JNK3 kinase; purified JNK3 kinase activity, HTS; inhibition, % at 8 µM; 60,000 compounds, 0.61% hits; in the data active = inhibition above about 17%;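 also: 0% = DMSO and 100% = reference inhibitor; many of its hits are not listed in these tables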
Target sequence (P53779 whole entry, looked up): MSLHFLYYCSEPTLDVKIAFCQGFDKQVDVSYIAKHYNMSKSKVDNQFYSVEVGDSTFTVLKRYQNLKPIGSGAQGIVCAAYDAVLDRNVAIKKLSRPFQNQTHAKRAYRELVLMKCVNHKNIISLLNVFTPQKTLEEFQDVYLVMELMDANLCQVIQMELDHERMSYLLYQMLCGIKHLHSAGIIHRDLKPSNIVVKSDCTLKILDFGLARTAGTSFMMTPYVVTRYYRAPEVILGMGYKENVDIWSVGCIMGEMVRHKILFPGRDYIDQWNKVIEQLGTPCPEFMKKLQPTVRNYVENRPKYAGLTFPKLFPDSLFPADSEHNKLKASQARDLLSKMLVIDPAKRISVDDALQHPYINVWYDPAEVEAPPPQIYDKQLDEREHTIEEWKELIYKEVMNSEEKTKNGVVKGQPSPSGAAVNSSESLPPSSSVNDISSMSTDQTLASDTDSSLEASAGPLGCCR
FXIa inh mix = blocks human factor XIa in pooled compound mixtures; P03951; purified FXIa, fluorogenic substrate; inhibition, % at 5 µM; 62,000 compounds, 0.19% hits; AID 680;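 also: each value is inhibition by a whole ten-compound pool holding the compound; 0% = enzyme with no mixture and 100% = wells lacking enzyme; strong numbers were not always called active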
Cdc25B inh = human M-phase inducer phosphatase 2 inhibition; P30305; recombinant Cdc25B, OMFP fluorescence Ex485/Em525; inhibition, %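 (compounds tested at 10 µM final in the well)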; 65,000 compounds, 0.1% hits; AID 368; in the data active = inhibition above about 50%
FXIIa inh mix = blocks human factor XIIa in pooled compound mixtures; purified FXIIa, fluorogenic substrate; 62,000 compounds, 0.2% hits; P00748; inhibition, % at 5 µM;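 also: 0% = enzyme without compound and 100% = no enzyme blank; some results filed as inactive read as strong as hits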
MMP13 inh = MMP13 (human) collagenase inhibition; inhibition, % at 4 µM; AID 570; 65,000 compounds, 0.07% hits; MMP-13 fTHP FRET cleavage, Mca fluorescence; P45452;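 active = inhibition above the mean of compound-free control plate wells plus 3 SD, cut at about 14% in these data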;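 also: 0% = DMSO wells and 100% = wells with reference MMP-13 inhibitor after basal subtraction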
DUSP1 inh = human dual specificity phosphatase 1 inhibition | recombinant MKP-1, OMFP hydrolysis fluorescence | inhibition, %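 (compounds tested at a single concentration somewhere between 10 and 100 µM)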 | 65,000 compounds, 0.15% hits | AID 374;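 active = inhibition above about 50%, limit read from the data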;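 also: 0% = DMSO max control wells and 100% = wells with enzyme stopped by NaOH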
Target sequence (P28562 whole entry, looked up): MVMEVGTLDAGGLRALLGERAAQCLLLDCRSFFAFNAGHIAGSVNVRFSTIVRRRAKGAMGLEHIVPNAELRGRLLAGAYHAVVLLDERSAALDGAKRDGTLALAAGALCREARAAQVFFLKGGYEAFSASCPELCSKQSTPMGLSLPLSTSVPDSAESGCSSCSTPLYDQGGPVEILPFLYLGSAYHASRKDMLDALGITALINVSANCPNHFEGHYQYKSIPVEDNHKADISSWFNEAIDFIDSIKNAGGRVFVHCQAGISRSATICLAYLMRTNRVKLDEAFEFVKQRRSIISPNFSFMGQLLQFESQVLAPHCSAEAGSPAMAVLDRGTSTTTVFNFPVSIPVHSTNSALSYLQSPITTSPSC
Hsp90 block = displaces geldanamycin probe from tumor Hsp90; P07900; NCI-N417 lysate Hsp90, Cy3B-geldanamycin FP displacement; inhibition, % at 30 µM; 64,000 compounds, 0.35% hits;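 active = inhibition above 50%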;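 also: 0% = tracer plus lysate wells and 100% = tracer alone without lysate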
AP ELISA ortho = orthogonal test for alternative complement pathway inhibitors; inhibition, % at 5 µM; 62,000 compounds, 0.08% hits; AID 1235; Human serum alternative complement pathway, LPS-coated ELISA, C3 deposition; tested in compound mixtures;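 active = inhibition above 30% in each of the two pooled mixtures holding the compound, so the lower value exceeds 30%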;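 also: 0% = serum in Mg-EGTA without compound and 100% = EDTA serum blank; some compounds past the cut are filed as inactive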
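Assay system: human serum alternative complement pathway, C3 deposition on LPS-coated wells; Dosing: 5 µM per compound in ten-compound mixtures; Detection: Anti-C3 ELISA, OD 450 nm; Buffer or medium: Mg2+-EGTA GVB++ buffer containing human serum at 1:15 dilution; Timing: 1 h at 37 °C; Replication: two different pools per compound.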
An asterisk follows results filed as active; i = inactive; . = not tested or not shown; [ ] = dose if it differs, or a comment. Rule as the data show it, unless noted: active = inhibition above about 20% (passing the limit was not always enough); inactive = the rest.

smiles,Cdc25B inh,JNK3 blocker,FXIIa inh mix,DUSP1 inh,AP ELISA ortho,FXIa inh mix,Hsp90 block,Abs 340nm,MMP13 inh
CCOC(=O)N1CCN(C(=O)c2ccc3c(=O)n(CCOC)c(=O)[nH]c3c2)CC1,-3,.,-16,9,9,10,.,1.1,-4
COc1ccc(NC(=O)Nc2ccc3c(c2)N(C)C(=O)CS3)cc1OC,-7,7,3,13,14,9,2,1,-3
CC(=O)Nc1nnc(SCc2cccc(F)c2)s1,-5,-5,5,8,13,8,-1,1,3
Cc1cnc(C(=O)OCC(=O)Nc2oc(-c3ccccc3)c(-c3ccccc3)c2C#N)cn1,-3,-2,1,37,2,2,-3,1.1,-4
Cc1onc(-c2ccccc2Cl)c1C(=O)Nc1nnc(C(C)C)s1,4,-6,0,2,20,4,-1,1,-7
N=c1c(C(=O)NC2CCCC2)cc2c(=O)n3ccccc3nc2n1CCN1CCOCC1,0,.,2,-20,12,-10,-2,1.1,-274[fluorescence artefact?]
O=C(NCC(c1cccnc1)N1CCN(c2ccc(F)cc2)CC1)c1ccccc1 (stereo not given),8,-3,7,-14,10,4,-1,1,4
CCOc1ccc(-n2c(SCc3nc(-c4cccs4)no3)nnc2-c2ccncc2)cc1,-19,-6,6,7,-9,-2,-3,1,2
O=C(CCNS(=O)(=O)c1ccc(Cl)cc1)NCc1ccccn1,-1,.,-16,-2,9,10,0,1,0
Cc1ccc(NC(=O)CSc2nnc(-c3ccccn3)n2C)cc1,1,-5,5,-10,-1,-4,-1,0.98,-8
O=C(CN1CCN(c2nc(-c3ccc(F)cc3)cs2)CC1)Nc1ccc2c(c1)OCO2,8,-3,6,35,16,-1,7,1,2
Cc1ccc(C)c(S(=O)(=O)NC(CCC(N)=O)C(=O)O)c1 (stereo not given),-13,.,-15,10,5,2,.,1,4
CCOC(=O)c1c(C)c(C(=O)NCc2ccc3c(c2)OCO3)c(C)n1CC,-5,-8,-3,1,20,2,-3,1,-3
CCOc1ccc(/C(O)=C2\C(=O)C(=O)N(CCN(C)C)C2c2cc(OC)ccc2OC)cc1Cl (stereo not given),0,1,8,1,-8,-4,-6,1.1,-2
CCCCOc1ccccc1C(=O)NCCCC(=O)O,1,-6,12,-3,3,10,-2,1,-2
O=c1nc2s/c(=C\c3ccco3)c(=O)n2nc1Cc1ccc(F)cc1,17,-4,7,14,6,-1,-4,1.1,4
O=C(CC1CCCCC1)NC1CCCC1,-9,7,10,-11,16,-1,3,1.1,1
COc1ccc(S(=O)(=O)N2CCC(C(=O)NC3CC3)CC2)cc1Cl,-14,3,-19,-8,-4,2,-1,1,3
Cc1csc2nc(CCNS(=O)(=O)c3cccs3)cn12,-2,4,6,2,20,-1,-6,1.1,3
COC(=O)c1cc(COC(=O)c2ccc3ccccc3n2)oc1C,-6,2,11,39,4,2,-3,1,4
O=S(=O)(N1CCCCCC1)N1CCN(S(=O)(=O)N2CCOCC2)CC1,-8,5,4,15,-2,-4,2,1.1,1
Cc1csc2nc(CNS(=O)(=O)c3ccc4c(c3)OCCO4)cn12,-1,0,9,6,0,3,0,1.1,3
CC(=O)c1ccccc1OCCn1nnc(-c2ccc(C)cc2)n1,-10,-1,16,-1,1,12,1,0.99,0
COc1ccc(C(=O)CSc2nn3c(=O)c(C(C)(C)C)nnc3s2)cc1,1,5,2,-10,-7,3,-5,1,-7
CC(C)Sc1nc2c(c(=O)[nH]c(=O)n2C)n1Cc1ccc(Cl)cc1,-15,-2,-15,5,2,7,-1,1,7

In the list so far, these contain a COOH group:
smiles,Cdc25B inh,JNK3 blocker,FXIIa inh mix,DUSP1 inh,AP ELISA ortho,FXIa inh mix,Hsp90 block,Abs 340nm,MMP13 inh
Cc1ccc(C)c(S(=O)(=O)NC(CCC(N)=O)C(=O)O)c1 (stereo not given),-13,.,-15,10,5,2,.,1,4
CCCCOc1ccccc1C(=O)NCCCC(=O)O,1,-6,12,-3,3,10,-2,1,-2

(listing goes on)
smiles,Cdc25B inh,JNK3 blocker,FXIIa inh mix,DUSP1 inh,AP ELISA ortho,FXIa inh mix,Hsp90 block,Abs 340nm,MMP13 inh
COc1ccc(C(CNC(=O)c2cc(=O)[nH]c3ccccc23)N2CCCC2)cc1 (stereo not given),-12,3,10,-3,23,-18,-1,1,-10
CCOC(=O)C1=C(C)N(CCO)C(=O)NC1c1cccc(O)c1 (stereo not given),-18,-2,-12,4,-3,4,-2,0.99,-9
CC(=O)NC(CCS(C)(=O)=O)C(=O)Nc1ccccc1Cl (stereo not given),3,3,-13,2,8,-3,-4,1,1
Nn1c(SCC(=O)Nc2ccccc2F)nc2ccccc2c1=O,-8,-4,-2,-2,29,-36,6,1.1,1
CCCN1C(=O)CC(c2ccco2)Sc2ccccc21 (stereo not given),-4,-1,2,-2,5,3,2,1,6
O=C(CN1CCN(Cc2ccccc2Cl)C1=O)NCC1CCCO1 (stereo not given),-6,-2,0,-12,17,7,-3,0.99,-7
Cc1cc(NC(=O)CCc2ccc(S(=O)(=O)N3CCOCC3)cc2)n(-c2ccccc2)n1,.,.,-4,.,16,5,.,1,3
O=C(CSc1nc2ccccc2o1)Nc1ccc(N2CCOCC2)cc1,-7,0,-15,26,7,6,-2,1,-4
Cc1cc(-c2ccccc2)nc2[n+]1CCN2C,1,-1,6,-10,9,-10,-6,1,-14
CCN(CC)C(=O)CSc1nc2ccccc2c(=O)n1OC,3,0,-19,-6,15,1,-4,1.1,-1
O=C(c1ccc(-c2ccccc2)cc1)N1CCN(c2nc3ccccc3o2)CC1,2,9,-20,10,24,12,-1,1,4
COc1ccc(OC)c(C2C(C#N)=C(N)Oc3cc(C)n(Cc4ccccn4)c(=O)c32)c1 (stereo not given),-23,-1,.,-13,.,.,0,1,0
CCCn1nc(C(=O)NCc2ccccn2)c2ccccc2c1=O,3,0,-3,10,-2,4,-1,0.99,-4
CCOC(=O)C1CCN(C(=O)CS(=O)Cc2nc(-c3ccc(C)cc3)oc2C)CC1 (stereo not given),-3,-3,5,-3,23,6,1,1,-4
O=C(N1CCOCC1)N(CCN1CCOCC1)Cc1cccc(Cl)c1,2,3,5,4,1,2,-9,1,2
Cc1cccc(Nc2ncnc3nc[nH]c23)c1C,-9,4,-2,-2,13,6,-4,1,-8
CCn1c(SCC(=O)N2c3ccccc3Sc3ccccc32)nc2c1c(=O)n(C)c(=O)n2C,-16,0,3,27,0,5,-1,0.99,3
CC1(C(=O)NC2CCCCC2)CCC(=O)N1Cc1cccs1 (stereo not given),-5,-6,4,-2,-15,-10,-3,0.99,6
CC1(C)Oc2ccc(C(=O)N3CCOCC3)cc2N(CC(=O)N2CCOCC2)C1=O,-1,-4,-1,5,3,-4,-2,0.98,-14
O=C(NCCO)c1cccc(S(=O)(=O)N2CCCCC2)c1,1,1,-14,2,-33,8,1,0.98,3
O=c1cc(-c2ccccc2)c2ccc(O)c(CN3CCCCC3)c2o1,-12,0,5,-1,19,6,-4,1.2,-5
O=C(CSc1nnc(-c2cccs2)o1)N1CCCc2ccccc21,-1,-3,4,-13,15,13,-4,1,6
O=C(CSc1ccc(-c2ccccc2)nn1)N1CCOCC1,16,4,-22,-5,2,11,2,1,-2
COC(=O)NCC(c1cccnc1)N1CCOCC1 (stereo not given),-17,-3,3,-8,-3,-6,2,0.99,0
O=c1[nH]c2cccnc2n1Cc1ccco1,-6,0,6,8,15,-9,-7,1,4
C=CCN1C(=O)CSc2ccc(C(=O)NCc3ccco3)cc21,-2,3,-5,23,-10,2,-6,1,4
N#CC(C(=O)NC1CC1)c1nc2ccccc2nc1N1CCCC1 (stereo not given),3,0,6,-4,8,8,26,1,-53
CC(C)NS(=O)(=O)c1ccc(CCC(=O)NCc2cccnc2)cc1,4,.,4,9,22,21,.,1,4
CCOC(=O)C1CCN(c2ncnc3c2cnn3-c2ccc(Cl)cc2)CC1,3,6,.,-21,.,.,-2,1,-4
O=C(Nc1cccc(O)c1)c1ccc(Br)cc1,-8,-2,6,-1,18,-1,-4,1,1
COc1cc(OC)cc(-c2nnc(SCC(=O)N3CCCCC3)o2)c1,-3,-6,4,12,24,0,-1,1,-9
COc1nc(C)ccc1-c1noc(-c2ccccn2)n1,-2,-5,2,12,-9,-42,-1,1,3
CC1Cc2ccccc2N1c1ncnc2nc[nH]c12 (stereo not given),-4,9,10,0,15,10,20,1.1,3
COc1ccccc1N1CCN(C(=O)CCCCn2c(=O)[nH]c3ccsc3c2=O)CC1,2,1,0,12,7,9,-3,1,2
CCOC(=O)c1[nH]c(C)c(C(=O)Nc2ccc(F)cc2)c1C,-3,2,4,5,19,12,0,1.1,7
COc1ccc(CC(=O)Nc2nc3ccccc3s2)cc1S(=O)(=O)N1CCOCC1,-7,37*,6,6,3,4,-3,0.99,0
COc1ccc(N(CC(=O)Nc2ccc(C)cn2)S(=O)(=O)c2c(C)nn(C)c2C)cc1,-5,3,1,11,6,3,-2,1,-2
O=S(=O)(c1cnc[nH]1)N1CCCCCC1,-1,-1,-17,-5,12,1,-5,0.97,2
CCOC(=O)C1CCCN(C(=O)c2cnn3c(C(F)(F)F)cc(-c4ccccc4)nc23)C1 (stereo not given),-2,3,-5,14,0,2,4,1.1,4
COC(=O)c1ccc(-c2nc3ccc(C)cc3o2)cc1,2,-4,10,2,14,3,-1,1.1,-108[fluorescence artefact?]
CCS(=O)(=O)NC(C)C(c1cccs1)N1CCN(C)CC1 (stereo not given),-3,.,0,10,12,14,-3,1.1,-4
Cc1[nH]n(C(N)=S)c(=O)c1C(c1ccccc1)C(C#N)C#N (stereo not given),2,-4,3,-25,-19,9,3,1.1,0
Cc1sc2nc(C3CC3)nc(SCC(=O)NCc3ccco3)c2c1C,-15,1,-3,6,-11,-23,-5,0.98,-1
C=CCn1c(N)c(C(=O)NC2CCCCC2)sc1=S,-16,.,-14,2,17,-2,-7,1.1,4
O=S(=O)(NCC1CCCO1)c1ccc(Cl)c(C(F)(F)F)c1 (stereo not given),-13,2,-14,-6,16,1,0,1.1,-1
O=C(NCC1CCCCC1)c1ccco1,3,-4,8,0,0,-13,-1,1,3
Cc1nnc2sc(-c3ccncc3)nn12,0,7,5,-29,0,-1,-2,1,4
Cc1ccc2c(c1)N(CCCC(=O)NCCC1=CCCCC1)C(=O)CO2,-21,-7,4,15,11,0,-2,0.99,-8
CC(C)Sc1nnc2n(CCc3ccccc3)c(=O)c3c4c(sc3n12)COC(C)(C)C4,19,0,.,-10,.,.,-2,1,-5
COC(=O)CSC1=NS(=O)(=O)c2ccccc21,3,-2,7,-5,5,2,0,0.99,-7

Next part.
smiles,Cdc25B inh,JNK3 blocker,FXIIa inh mix,DUSP1 inh,AP ELISA ortho,FXIa inh mix,Hsp90 block,Abs 340nm,MMP13 inh
CCC(=O)N1CCc2cc(S(=O)(=O)NCCN3CCC(C)CC3)ccc21,-4,.,-17,-8,8,0,-1,1,1
CCCn1c(SCC(=O)NCc2cccs2)nc2c1c(=O)n(C)c(=O)n2C,-6,-7,0,12,10,4,-1,1,-2
COCC(=O)Nc1ccc(-c2cn3cccnc3n2)cc1,-27,.,8,0,4,-17,-4,1.1,i[fluorescence artefact?]
O=C(CCCC(=O)N(CC(=O)NC1CCCC1)Cc1ccccc1)Nc1ccccn1,-19,1,8,4,18,1,-9,1,1
